Bioassay records: PubChem, several laboratories
Runt-CBFb FRET – inhibitors of human RUNX1 Runt domain binding to CBFb | Q01196+Q13951 | Cerulean-Runt/Venus-CBFb FRET ratio 530/480, 1 h | inhibition, % at 20 µM | hit rate 0.46% among 220,000;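 active = inhibition over about 50% at 20 µM in the single-dose screen, limit read from the data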;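 note: 0% = DMSO wells and 100% = excess unlabeled CBFb competitor control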
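Reagent – Venus-CBFb binding partner, 100 nM · Assay system – Cerulean-tagged RUNX1 Runt domain (FRET donor) fusion protein · Input – 100 nM per protein · Incubation – two 1 h room-temperature incubations shielded from light · Measured by – FRET fluorescence · Medium – Tris buffer pH 7.5 with salts and BSA · Benchmarks – unlabeled CBFb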
Thrombin inh – blocks human thrombin protease activity | alpha-thrombin, Boc-VPR-AMC fluorogenic substrate cleavage | P00734 | inhibition, % at 5 µM | hit rate 0.26% among 220,000;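 active = inhibition at or above 40%; inactive = inhibition below 40%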;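 note: 0% = enzyme with no compound and 100% = wells without enzyme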
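Test system: human alpha-thrombin protein / Dosing: one concentration per compound, 5 µM, with 0.2% DMSO / Medium: pH 7.5 Tris-saline with Tween 20 / Benchmarks: no-compound enzyme wells and no-enzyme blanks / Read-out basis: percent inhibition of thrombin substrate cleavage / Timing: reaction at room temperature / Measured by: fluorescence, ex 355 nm, em 460 nm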
FXIIa inh – factor XIIa (human) inhibition; purified FXIIa, Boc-QGR-AMC fluorogenic substrate, 2 h; hit rate 0.3% among 220,000; AID 800; P00748; inhibition, % at 5 µM; in the data active = inhibition above about 40%;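 note: 0% = enzyme with no compound and 100% = blank without enzyme; many of its hits are not listed in these tables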
Runt-SMMHC FRET – blocks binding of human RUNX1 Runt domain to CBFb-SMMHC. Q01196+Q13951. Cerulean-Runt/Venus-CBFb-SMMHC FRET ratio 530/480, 1 h. inhibition, % at 20 µM. hit rate 0.74% among 220,000;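 active = mean inhibition across duplicate retests at 20 µM reaching about 50%, limit read from the data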;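 note: 0% = DMSO wells and 100% = wells with excess untagged CBFb-SMMHC; inhibitors lower the FRET ratio by blocking Runt binding to CBFb-SMMHC; some results filed as inactive read as strong as hits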
14-3-3 Bad PPI – disrupts binding of bovine 14-3-3 zeta to phospho-Bad peptide; P63103; TR-FRET 14-3-3zeta/Dy647-pBad peptide displacement, 1 h; inhibition, % at 21.7 µM; hit rate 0.71% among 220,000;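 active = inhibition above about 70%, limit read from the data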;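 note: 0% = full 14-3-3 plus peptide FRET controls and 100% = background without 14-3-3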
Hck Nef HTS – blocks Nef-activated human Hck kinase | Recombinant Hck-YEEI plus Nef, Z-Lyte FRET kinase assay | inhibition, % at 20 µM | hit rate 0.68% among 220,000 | AID 463187;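 active = Hck-Nef kinase inhibition above about 50%, limit read from the data; inactive = inhibition below that limit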;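 note: 0% = DMSO with Hck plus Nef and 100% = Hck alone without Nef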
FXIa inh 1536 – inhibitors of human coagulation factor XIa; AID 798; inhibition, % at 5 µM; P03951; hit rate 0.14% among 220,000; purified FXIa, Boc-Glu-Ala-Arg-AMC fluorogenic substrate;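 active = inhibition of at least 40%; inactive = inhibition below 40%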;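 note: fluorescence of freed AMC excited at 355 nm; 0% = enzyme without compound and 100% = no enzyme blank; many of its hits are not listed in these tables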
Target sequence (P03951 19-387 limits assumed): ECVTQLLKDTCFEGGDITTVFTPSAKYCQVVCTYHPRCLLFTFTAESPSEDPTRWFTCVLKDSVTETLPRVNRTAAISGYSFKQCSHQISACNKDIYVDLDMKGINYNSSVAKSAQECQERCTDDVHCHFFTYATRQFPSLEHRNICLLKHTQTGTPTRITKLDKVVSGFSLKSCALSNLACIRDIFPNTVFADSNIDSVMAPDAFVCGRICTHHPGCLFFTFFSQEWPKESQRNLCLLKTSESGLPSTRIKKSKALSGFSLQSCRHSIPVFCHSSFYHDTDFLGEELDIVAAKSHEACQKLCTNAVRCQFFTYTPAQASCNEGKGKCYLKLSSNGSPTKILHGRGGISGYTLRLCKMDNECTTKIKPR
Target sequence (P03951 388-625 limits assumed): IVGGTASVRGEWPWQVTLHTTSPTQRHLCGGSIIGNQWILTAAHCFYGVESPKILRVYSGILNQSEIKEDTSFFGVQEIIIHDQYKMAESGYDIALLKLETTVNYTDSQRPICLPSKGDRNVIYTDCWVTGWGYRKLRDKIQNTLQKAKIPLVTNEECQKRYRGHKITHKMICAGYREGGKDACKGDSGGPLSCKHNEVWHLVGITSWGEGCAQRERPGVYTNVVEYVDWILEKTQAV
hK5 inh – inhibitors of human kallikrein 5 | recombinant hK5, fluorogenic AMC substrate cleavage | hit rate 0.59% among 210,000 | inhibition, % at 5 µM | Q9Y337 | AID 873;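 active = inhibition of 40% or more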;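 note: 0% = enzyme controls without compound and 100% = no-enzyme blanks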
Target sequence (Q9Y337 67-293 limits assumed): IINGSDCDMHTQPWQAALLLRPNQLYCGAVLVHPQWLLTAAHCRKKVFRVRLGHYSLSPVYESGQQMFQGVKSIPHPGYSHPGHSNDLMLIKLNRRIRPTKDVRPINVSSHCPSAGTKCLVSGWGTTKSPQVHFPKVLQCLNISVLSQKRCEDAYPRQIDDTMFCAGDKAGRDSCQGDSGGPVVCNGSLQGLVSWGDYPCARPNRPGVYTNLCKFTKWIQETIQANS
Wee1 degr inh – blocks degradation of human Wee1 kinase. HeLa Luc-Wee1K328M stability, luciferase luminescence; 100% = proteasome inhibitor MG132 effect. reporter increase, % at 5 µM. hit rate 1.2% among 220,000;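 active = activation above the mean of all tested compounds plus 3 SD, set per screening run, cut at about 8.8% in these data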;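 note: cells exposed to compound for 20 h before luminescence read; 0% = DMSO alone and 100% = MG132 at 30 µM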
The depositor's hits bear a star; x = no result given; [ ] = remark or other dose. A portion of the library, so the mix of outcomes need not match the whole.

(1) CN1CCN(c2ccc(N)cc2)CC1
(2) COP(=O)(OC)C(NS(=O)(=O)c1ccccc1)C(Cl)(Cl)Cl (stereo not drawn)
(3) CCCCCCn1c(O)c(C=NC2CCCCC2N)c(=O)[nH]c1=O (stereo not drawn)
(4) O=c1c2ccccc2nc(-c2ccccc2)n1-c1cccnc1
(5) CCNC(=O)NC(=O)C(C)OC(=O)c1c(C)nn(Cc2ccccc2Cl)c1Cl (stereo not drawn)
(6) O=C1CC(C(=O)N2CCC3(CC2)OCCO3)CN1CCc1ccccc1 (stereo not drawn)
(7) CCc1ccccc1N1C(=O)NC(=O)/C(=C\c2cc(C)n(C)c2C)C1=O
(8) CCC(=O)CC(c1ccccc1)c1c(O)c2ccccc2sc1=O (stereo not drawn)

Compound,1,2,3,4,5,6,7,8
Runt-SMMHC FRET,-9,3,-2,-5,-6,0,-2,0
Hck Nef HTS,4,19,12,-1,1,-1,-3,0
FXIa inh 1536,0,-4,-7,2,1,-6,6,7
hK5 inh,6,1,-15,-12,-16,-3,-19,-13
Thrombin inh,3,-6,-7,-11,-10,-12,6,-6
FXIIa inh,14,7,4,15,0,-9,16,17
14-3-3 Bad PPI,31[fluorescence artefact?],-9,10,15,-3,3,-16,-1
Runt-CBFb FRET,3,2,-2,-2,-5,0,-2,0
Wee1 degr inh,0,2,-2,-2,-2,1,1,1

(9) O=C(CN1CCCCC1)c1cccc(Br)c1
(10) C=CCn1c(O)c(C(CC)=NCCc2ccccc2)c(=O)[nH]c1=O
(11) Cc1cccc(N2C(=O)NC(=O)/C(=C\c3cc(C)n(-c4sc5c(c4C#N)CCCC5)c3C)C2=O)c1C
(12) CC(Cc1cccs1)NCc1ccccc1 (stereo not drawn)
(13) CC1=CC(=C2C(=O)NC(=S)NC2=O)C=C(C(F)(F)F)N1Cc1ccccc1
(14) O=C(Nc1ccccc1)OC1CN=C(N[N+](=O)[O-])NC1 (stereo not drawn)
(15) O=c1c2ccccc2nc(CN2CCOCC2)n1-c1ccccc1F
(16) Cc1nc2ccccc2n1C1CCN(Cc2nnnn2CCc2ccccc2)CC1

Compound,9,10,11,12,13,14,15,16
Runt-SMMHC FRET,5,0,9,-4,-8,0,0,-1
Hck Nef HTS,1,-19,7,-6,24,19,11,3
FXIa inh 1536,-2,-1,7,-5,-4,2,2,-13
hK5 inh,-12,2,0,-8,-7,0,3,-2
Thrombin inh,-14,-1,10,-10,-14,10,-20,-4
FXIIa inh,7,12,-1,-1,2,9,-1,43*
14-3-3 Bad PPI,10[fluorescence artefact?],-5,-7,-2,-12,-5,6,68[fluorescence artefact?]
Runt-CBFb FRET,2,-1,15,1,-8,1,0,0
Wee1 degr inh,-2,2,1,-1,3,2,0,-2

(17) CCOP(=O)(OCC)c1cc(CC)ccc1O
(18) Cc1nc2c(c(=O)[nH]1)C(c1ccc([N+](=O)[O-])cc1)c1c(c3ccccc3oc1=O)O2 (stereo not drawn)
(19) CC(C)NS(=O)(=O)c1ccc(OCC(=O)N2CCN(Cc3ccccc3)CC2)c(Cl)c1
(20) CN(C)C(=O)Oc1ccc([N+](=O)[O-])cc1
(21) COc1cccc(-n2c(/C=C/c3ccc(O)c(O)c3)nc3ccccc3c2=O)c1
(22) O=C(COc1ccc2ccccc2c1)N1CCN(Cc2ccncc2)CC1
(23) CC1=NN(Cc2c[nH]c3ccccc23)C(C)(C)C1
(24) C=CCn1c(O)c(C(C)=O)c(=O)[nH]c1=O (tested in a mixture with another compound)

Compound,17,18,19,20,21,22,23,24
Runt-SMMHC FRET,0,0,6,0,-317,-7,-4,-1
Hck Nef HTS,12,18,4,28,-14,1,-4,12
FXIa inh 1536,2,-1,-5,0,-4,-13,0,0
hK5 inh,-4,0,1,2,-5,-12,-20,-5
Thrombin inh,-2,-4,-5,-6,-5,-2,3,3
FXIIa inh,9,6,-2,9,-2,9,-3,8
14-3-3 Bad PPI,0,0,0,-2,-2,87*,32,7
Runt-CBFb FRET,-1,1,-2,0,-287,-1,4,0
Wee1 degr inh,-1,-3,2,-3,-4,-1,2,-2

Some of these compounds in order of heavy-atom count, highest first:
(19) CC(C)NS(=O)(=O)c1ccc(OCC(=O)N2CCN(Cc3ccccc3)CC2)c(Cl)c1
(18) Cc1nc2c(c(=O)[nH]1)C(c1ccc([N+](=O)[O-])cc1)c1c(c3ccccc3oc1=O)O2 (stereo not drawn)
(21) COc1cccc(-n2c(/C=C/c3ccc(O)c(O)c3)nc3ccccc3c2=O)c1
(22) O=C(COc1ccc2ccccc2c1)N1CCN(Cc2ccncc2)CC1
(17) CCOP(=O)(OCC)c1cc(CC)ccc1O
(24) C=CCn1c(O)c(C(C)=O)c(=O)[nH]c1=O (tested in a mixture with another compound)

Compound,19,18,21,22,17,24
Runt-SMMHC FRET,6,0,-317,-7,0,-1
Hck Nef HTS,4,18,-14,1,12,12
FXIa inh 1536,-5,-1,-4,-13,2,0
hK5 inh,1,0,-5,-12,-4,-5
Thrombin inh,-5,-4,-5,-2,-2,3
FXIIa inh,-2,6,-2,9,9,8
14-3-3 Bad PPI,0,0,-2,87*,0,7
Runt-CBFb FRET,-2,1,-287,-1,-1,0
Wee1 degr inh,2,-3,-4,-1,-1,-2

Next section.
(25) O=C(C1c2ccccc2C(=O)N2CCc3ccccc3C12)N1CCC2(CC1)OCCO2 (stereo not drawn)
(26) NP(=O)(Oc1ccc(Cl)cc1)Oc1ccc(Cl)cc1
(27) CSc1ccc(C(=O)C(C)(C)N2CCOCC2)cc1
(28) CC(C)Cc1[nH]c(=O)c(C#N)c2c1CCC2
(29) CCC1(OC(=O)CN)C(=O)OCc2c1cc1n(c2=O)Cc2cc3ccccc3nc2-1 (stereo not drawn)
(30) CCC(C)n1c(O)c(C=NC(C)c2ccccc2)c(=O)[nH]c1=S (stereo not drawn)
(31) O=c1[nH]c(=O)n(Cc2ccco2)c(O)c1C=NCc1cccs1
(32) CCCCn1c(C)c(C(=O)OCC)c2c(CN3CCOCC3)c(O)ccc21

Compound,25,26,27,28,29,30,31,32
Runt-SMMHC FRET,1,-6,-1,-2,5,-3,9,-1
Hck Nef HTS,1,20,7,-5,42,-1,-1,1
FXIa inh 1536,1,-2,0,-3,-32,7,4,-1
hK5 inh,7,-1,-7,-3,-29,4,-7,-7
Thrombin inh,1,1,5,-5,-2,3,0,0
FXIIa inh,-2,8,9,5,-58,11,5,13
14-3-3 Bad PPI,-8,-9,6,18,6,5,-5[fluorescence artefact?],-2[fluorescence artefact?]
Runt-CBFb FRET,3,-2,-2,0,10,0,19,0
Wee1 degr inh,0,-2,-2,-2,-1,4,-2,-2

(33) O=S1(=O)CCN(CCc2c[nH]c3ccccc23)CC1
(34) Cc1ccc(C)c(-n2c(C)nc3ccccc3c2=O)c1
(35) CCN1c2nc3ccccn3c(=O)c2CC2(C(=O)N(C)C(=O)N(C)C2=O)C1C (stereo not drawn)
(36) COC(=O)C1=Nc2ccccc2/C1=C\c1c(O)n(-c2ccc(Br)cc2)c(=O)[nH]c1=O
(37) CNS(=O)(=O)c1ccc(N=Cc2c(O)n(-c3ccccc3)c(=O)[nH]c2=O)cc1
(38) CN1C(=O)C(=Cc2ccc(OCCN(C)c3ccccn3)cc2)C(=O)N(C)C1=O
(39) CC1(C)NCCN2C(=O)CSC21 (stereo not drawn)
(40) Cc1cc(/C=C2\C(=O)NC(=O)N(c3ccc(Cl)cc3)C2=O)c(C)n1-c1sc2c(c1C#N)CCCC2

Compound,33,34,35,36,37,38,39,40
Runt-SMMHC FRET,2,-1,4,-2,-5,-2,2,-21
Hck Nef HTS,24,9,-2,20,9,22,5,10
FXIa inh 1536,0,1,22,-1,4,-5,-4,7
hK5 inh,-6,-1,-8,-14,1,-8,5,-3
Thrombin inh,-2,0,3,-5,x,-8,0,-9
FXIIa inh,6,7,31,0,10,7,-3,16
14-3-3 Bad PPI,-12,3,6[fluorescence artefact?],25,8,-5,21[fluorescence artefact?],-1
Runt-CBFb FRET,0,2,0,-1,-1,-2,3,5
Wee1 degr inh,1,-1,-3,7,0,-2,0,-1

(41) CCOC(=O)C1=CC(=C2C(=O)N(CC)C(=S)N(CC)C2=O)c2ccccc2O1
(42) CN(C)C(=O)Oc1ccc(C(=O)c2ccccc2)cc1
(43) N=Cc1c(O)n(-c2cccc(Cl)c2)c(=O)[nH]c1=O
(44) CCCCn1c(O)c(C=NCCCN(CC)CC)c(=O)[nH]c1=O
(45) Cc1cccc(N2C(=O)NC(=O)C3(Cc4cc(C)ccc4N(C)C3)C2=O)c1 (stereo not drawn)
(46) COc1cccc(N2C(=O)NC(=O)/C(=C\c3ccc([N+](=O)[O-])s3)C2=O)c1
(47) CCn1c(=O)n(CC(=O)N2CCC3(CC2)OCCO3)c(=O)c2ccccc21
(48) CCOP(=S)(NN(Cc1ccccc1)C(=O)c1ccccc1)OCC
(49) COc1ccc(NC(=O)CN2C3CCC2CC(O)(c2cccnc2)C3)cc1OC (stereo not drawn)
(50) Cc1cccc(N2C(=O)NC(=O)/C(=C\c3cnc(-c4ccccc4)nc3)C2=O)c1

Compound,41,42,43,44,45,46,47,48,49,50
Runt-SMMHC FRET,29,-2,-120,3,3,-6,2,3,-1,0
Hck Nef HTS,41,1,0,0,-1,93*,-1,2,1,22
FXIa inh 1536,-4,3,6,4,1,-2,-2,5,5,12
hK5 inh,-12,-12,-3,-16,1,-3,3,-23,-5,-11
Thrombin inh,1,-3,0,0,-2,-4,10,-3,3,-3
FXIIa inh,7,9,14,15,0,4,5,9,19,15
14-3-3 Bad PPI,9,5,4,9,11,2,-5,-13,0,-15[fluorescence artefact?]
Runt-CBFb FRET,19,-1,0,-1,0,13,-3,-2,-1,2
Wee1 degr inh,-2,1,1,0,0,4,0,-2,-3,2
